# Source: PubChem
# Nrf2 activator: activators of Nrf2 (ARE) signaling; AREc32 ARE-luciferase reporter (MCF7-derived line), luminescence, 24 h; Potency, µM (top dose mostly 46.1 µM), for the others: at the top dose activation, most hits filed as activators; hit rate 0.31% among 410,000; AID 624171; note: potency is the fitted concentration of half-maximal effect; % of control where 0% means no effect; nearly all actives have a fitted effect of over 65% in size
#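 Steps: seed AREc32_Fluc cells (1000/well, 5% FBS OPTI-MEM); incubate overnight at 37 deg C; add 23 nL compound; incubate 24 hr; add Steady-Glo; hold 30 min RT; read luminescence.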
# Nrf2 inh: blocks Nrf2 signaling. A549 ARE-Fluc reporter, luciferase luminescence, 18-24 h. Potency, µM (top dose mostly 46 µM), inactives show at the top dose activity change, negative = inhibition, actives largely listed as inhibitors. hit rate 2.1% among 360,000; note: potency is the fitted concentration of half-maximal effect; % is set by controls: 0 for no effect and ±100 for the full control effect; nearly all actives have a fitted effect of over 60% in size
#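 In this cell-based qHTS, ARE-driven firefly luciferase in A549 cells reports Nrf2 activity; the luminescent signal after BugLite lysis is the measured value, with a prior CellTiter-Fluor read for cell health.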
# Mm-Cpn inhibitor: inhibitors of Methanococcus maripaludis chaperonin (MmCpn); purified Mm-Cpn ATPase, ADP Transcreener TR-FRET; Potency, µM (top dose mostly 76.9 µM), for the others: at the top dose activity, negative = inhibition, most hits filed as inhibitors; hit rate 0.031% among 330,000; note: potency is the fitted concentration of half-maximal effect; % is set by controls: 0 for no effect and ±100 for the full control effect; nearly all actives have a fitted effect of over 80% in size
#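 Measured: ADP formation by purified Mm-CPN. Conditions: 25 nM protein, 10 uM ATP, Tris pH 7.4 with Mg2+, K+ and DTT, 37°C for 30 min. Detection: Transcreener HTRF after 30 min at room temperature.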
# CCT modulator: changes cytosolic chaperonin activity | purified chaperonin ATPase assay, HTRF ADP detection, 30 min | activity change, % (test concentration not listed), hits read low | hit rate 0.3% among 360,000 | AID 651819; in the data active = activity change below about -30%; note: % is set by controls: 0 for no effect and ±100 for the full control effect
#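 We incubate TRiC, 40 or 20 nM final, with library compounds at 76 uM and 10 uM ATP for 30 min at 37 °C. ADP formed is detected with Transcreener HTRF reagents after 30 min at room temperature.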
# A549 viability: counter-screen for Nrf2 inhibitors: cytotoxicity in A549 cells. A549 ARE-Fluc cells, CellTiter-Fluor viability, 18-24 h. Potency, µM (doses to about 46 µM), inactives show top-dose activity change, negative = cytotoxicity, actives largely listed as inhibitors. hit rate 0.16% among 390,000. AID 504648; note: potency is the fitted concentration of half-maximal effect; % is set by controls: 0 for no effect and ±100 for the full control effect
#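 Cytotoxicity counterscreen: CellTiter-Fluor fluorescence was measured in A549 ARE_Fluc cells after 18-24 h of compound exposure in a concentration series. The subsequent BugLite luminescent read reports ARE-luciferase activity.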
# pAkt inh: Akt phosphorylation inhibition; Neuro2A IGF-stimulated pAkt S473 HTRF, 20 min; stronger effect = lower value; activity change, % for hits at 50 µM; hit rate 0.32% among 360,000; in the data active = activity change below about -80%; inconclusive = mostly about -51% to -80%; note: % is set by controls: 0 for no effect and ±100 for the full control effect
#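 Single-point screen (50 µM final compound) in Neuro2A cells stimulated 20 min with 6 nM IGF at 37 deg C. After lysis, Ser473-phosphorylated Akt read by HTRF (ex 330 nm, em 615/665 nm) as the 665/615 ratio.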
# EPAC2 ag: EPAC2 (human) agonism; EPAC2 activation, biochemical qHTS; response scale: 100% = 6.5 mM cAMP response; Potency, µM (highest dose often 154 µM), for inactives: at the top dose activation, most hits filed as activators; hit rate 0.079% among 360,000; note: potency is the fitted concentration of half-maximal effect; nearly all actives have a fitted effect of over 50% in size
# Target sequence (Q8WZA2 whole entry, looked up): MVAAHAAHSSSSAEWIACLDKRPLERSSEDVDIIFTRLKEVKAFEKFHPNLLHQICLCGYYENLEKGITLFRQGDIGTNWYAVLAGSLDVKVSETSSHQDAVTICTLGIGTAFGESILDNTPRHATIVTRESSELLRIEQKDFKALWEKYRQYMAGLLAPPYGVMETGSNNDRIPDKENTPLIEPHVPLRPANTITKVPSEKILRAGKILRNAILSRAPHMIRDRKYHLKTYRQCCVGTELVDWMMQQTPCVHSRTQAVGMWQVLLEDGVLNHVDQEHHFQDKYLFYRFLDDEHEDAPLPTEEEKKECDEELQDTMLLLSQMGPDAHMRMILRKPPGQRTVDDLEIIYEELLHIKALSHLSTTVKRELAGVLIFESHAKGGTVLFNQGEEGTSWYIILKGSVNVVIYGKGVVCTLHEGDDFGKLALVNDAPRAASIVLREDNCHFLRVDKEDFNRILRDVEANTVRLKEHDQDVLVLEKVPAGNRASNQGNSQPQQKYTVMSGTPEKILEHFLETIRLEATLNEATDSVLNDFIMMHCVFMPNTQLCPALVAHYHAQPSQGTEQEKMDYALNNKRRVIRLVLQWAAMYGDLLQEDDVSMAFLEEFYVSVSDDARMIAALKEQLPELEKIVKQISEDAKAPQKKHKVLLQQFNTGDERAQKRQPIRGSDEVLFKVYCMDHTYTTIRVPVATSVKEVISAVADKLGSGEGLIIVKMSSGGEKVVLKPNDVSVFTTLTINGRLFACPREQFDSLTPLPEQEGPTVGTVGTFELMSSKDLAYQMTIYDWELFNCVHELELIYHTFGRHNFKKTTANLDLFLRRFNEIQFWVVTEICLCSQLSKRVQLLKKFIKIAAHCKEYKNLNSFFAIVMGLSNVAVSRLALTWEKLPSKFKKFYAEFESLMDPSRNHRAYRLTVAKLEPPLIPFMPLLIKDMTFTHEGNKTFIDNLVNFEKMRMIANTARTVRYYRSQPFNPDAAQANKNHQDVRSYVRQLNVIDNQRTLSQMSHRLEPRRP
#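 Nucleotide exchange monitored as fluorescence drop when BODIPY-GDP leaves Rap1B. Reaction: 100 nM EPAC2, 250 nM RAP1B-BODIPY-GDP, 50 uM GDP, room temperature, kinetic read over 30 min. Activity expressed relative to 6.5 mM cAMP.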
# TGFb inhibitor: inhibitors of TGF-b signaling; AID 588855; HepG2 CAGA-GFP TGF-b/SMAD3 reporter, GFP fluorescence, 18 h; TGF-beta stimulated, 500 pg/mL final; Potency, µM (doses to about 46.1 µM), without a hit: top-dose activity, negative = inhibition, actives largely listed as inhibitors; hit rate 1.2% among 410,000; note: potency is the fitted concentration of half-maximal effect; % is set by controls: 0 for no effect and ±100 for the full control effect; nearly all actives have a fitted effect of over 65% in size
#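 HEPG2 CAGA-GFP reporter cells (1000/well, DMEM with 1% FBS) received compounds, then recombinant TGF-beta at 500 pg/mL final for 18 hours at 37 degrees C. Per-cell GFP summed per well was normalised to unstimulated and stimulated DMSO controls before curve fitting.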
# EPAC2 antagonist: blocks human EPAC2 exchange factor; hit rate 0.18% among 360,000; EPAC2 GEF exchange of Rap1B-BODIPY-GDP, fluorescence; Q8WZA2; Potency, µM (doses to about 114 µM), for the others: at the top dose activity, negative = inhibition, actives largely listed as inhibitors; note: potency is the fitted concentration of half-maximal effect; % is set by controls: 0 for no effect and ±100 for the full control effect; nearly all actives have a fitted effect of over 45% in size; many of its hits are not listed in these tables
# * marks the source's active call; other numbers are inactive results; i = inactive; ? = inconclusive; / = not tested or not shown; [ ] = dose if it differs, or a comment. Unless noted, calls come from the whole dose curve; as a rule, active = well fitted curve in the direction sought with a large enough effect; inconclusive = small, poorly fitted or top-dose-only effect, or another doubt; inactive = no such curve, though single readings can be large; an effect the other way counts as inactive or inconclusive. An excerpt. The share of hits here may be higher or lower than overall.
canonical_smiles	Nrf2 activator	Nrf2 inh	Mm-Cpn inhibitor	CCT modulator	A549 viability	pAkt inh	EPAC2 ag	TGFb inhibitor	EPAC2 antagonist
O=c1c2ccccc2n(Cc2cccc(Cl)c2)c(=O)n1CCc1ccccc1	0.9%	1%	/	/	15%	/	/	-4%	/
CC(=O)Nc1ccc(S(=O)(=O)c2ccnc3cc(Cl)ccc23)cc1	?	/	/	-2.3	/	i	5%	10µM*	4%
CCOc1ccc(NC(=O)COC(=O)C2CC2C)cc1 (stereo not given)	8.4%	?	1%	-1.8	1%	i	3%	19%	4%
COc1ccc(S(=O)(=O)N(C)CC(=O)NCCCn2ccnc2)cc1Cl	0.5%	7%	0%	1.1	-1%	i	-1%	33%	10%
Cc1ccc(C(=O)CC2(O)C(=O)N(Cc3ccccc3)c3ccccc32)o1 (stereo not given)	-0.3%	-1%	0%	0.0	4%	/	0%[15.6 µM]	1%	-11%
CC1(C(=O)N2CCOCC2)CCCCC1	-0.3%	-16%	0%	-7.1	-2%	i	2%	6%	7%
CC(C)OC(=O)CSc1nc2c(c(C3CC=CCC3)c1C#N)CCC2 (stereo not given)	0.0%	11%	-7%	-1.5	-5%	i	9%	0%	-2%
Cc1ccc(C2=NS(=O)(=O)N(C)C(C(=O)N(C)C3CCCCC3)=C2)cc1	-1.1%	11%	1%	-4.3	1%	i	5%	-11%	3%
O=C(O)CC1S/C(=N/N=C2CCCCC2)N(c2ccccc2)C1=O (stereo not given)	0.2%	10%	2%	1.1	6%	i	3%	?	-3%
CCOC(=O)N1CCN(c2cc3nccnc3cc2F)CC1	-0.7%	-12%	3%	0.7	2%	i	13%	-28%	1%
COc1cc(/C=C/C(=O)c2ccc(NS(=O)(=O)c3ccc(C)cc3)cc2)ccc1OC(F)F	?	4%	-4%	-14	-2%	i	2%	0%	-2%
O=C(COC(=O)COc1ccc(Br)cc1)NCCC1=CCCCC1	0.4%	-24%	-2%	2.5	0%	i	-5%	5%	6%
CCCNC(=O)c1cc(C2CCCCN2C(=O)OCC(C)C)on1 (stereo not given)	1.6%	/	/	-0.1	/	/	1%	-17%	-29%
CC(=O)Nc1nonc1-c1ccccc1	2.4%	10%	-1%	-4.4	/	i	5%	1%	9%
CN(CC(=O)NC(=O)NCc1ccco1)Cc1nc2ccccc2c(=O)[nH]1	-0.8%	?	-1%	-0.4	0%[1.84 µM]	i	0%	?	1%
Cc1oc2c(cc(NS(=O)(=O)c3ccc(F)cc3)c3ccccc32)c1C(=O)OCc1ccccc1	6.6%	6%	/	/	-1%	/	/	9%	/
Cc1ccc(-c2n[nH]c(=S)n2/N=C/c2ccc(C(=O)O)cc2)cc1	-0.5%	8%	0%	1.4	2%	i	6%	0%	-11%
CCCCC(NS(=O)(=O)c1ccc(OC)cc1)C(=O)O (stereo not given)	-0.4%	-3%	0%	1.6	/	i	6%	0%	6%
Cc1c(C(=O)NCc2ccco2)oc2c(F)cccc12	?	9%	-3%	1.1	1%	i	13%	-11%	12%
CC(=O)c1c(C)[nH]c(C(=O)COC(=O)c2cccnc2Cl)c1C	2.6%	-10%	1%	0.4	-7%	i	9%	11%	-6%
CC1CCc2c(sc3nc(CN4CCOCC4)nc(NS(=O)(=O)c4cccc([N+](=O)[O-])c4)c23)C1 (stereo not given)	0.5%	?	0%	-5.1	-10%	i	-7%	-28%	-7%
COc1ccc(S(=O)(=O)Nc2ccccc2N2CCOCC2)cc1[N+](=O)[O-]	-0.2%	-14%	-1%	-0.9	5%	i	1%	1%	3%
Cc1ccc(-c2nnc(Nc3ccc(O)cc3)c3ccccc23)cc1S(=O)(=O)NCCO	6.8%	4%	-2%	-1.2	2%	i	-2%	?	0%
C=CCn1c(-c2cc(Cl)ccc2OC)n[nH]c1=S	0.2%	/	-17%	-3.3	5%	i	4%	4%	-5%
Cc1ccc(N2C(=O)C3C(C2=O)N2CCCN2C3c2ccccc2)cc1C (stereo not given)	-0.2%	0%	1%	-0.2	-1%	i	6%	0%	1%
Cc1cc(Br)cn2c(Cc3ccsc3)c(-c3ccc(Cl)cc3)nc12	4.7%	/	/	1.2	/	i	3%	-30%	-23%
CCN(CC)S(=O)(=O)c1ccc(NC(=O)c2ccc(N(C)S(C)(=O)=O)cc2)cc1	-0.6%	/	1%	0.5	?	i	1%	?	-8%
CCCCCCNC(=O)CC(NS(=O)(=O)c1ccc(NC(C)=O)cc1)C(C)C (stereo not given)	-0.7%	/	1%	3.1	0%	i	-6%	16%	25%
COc1cccc(-n2c(CN3CCN(c4cccc(C)c4)C(C)C3)nc3ccc([N+](=O)[O-])cc3c2=O)c1 (stereo not given)	2.7%	-9%	2%	-4.2	-6%	i	4%	-6%	-2%
COc1ccc(N2C(=O)N(Cc3ccc(C)cc3)c3ccccc3S2(=O)=O)cc1	0.0%	?	-8%	-0.5	9%	i	21%	-3%	6%
COc1ccc(N/N=C(/N=Nc2nc(C)cc(=O)[nH]2)c2ccccc2)cc1	3.9%	?	-1%	-1.5	?	i	-18%	?	-3%
CCOc1ccc(-c2nnn(CC(=O)NCc3cccs3)n2)cc1	0.7%	-20%	0%	-2.8	0%	i	7%	-2%	-1%
O=C(NCCc1csc(-c2ccccc2)n1)c1ccco1	2.4%	?	-1%	-0.5	2%	i	3%	7%	-5%
CCn1c(-c2ccccc2)c(C(=O)CCl)c2ccccc21	-0.2%	-25%	-3%	-1.9	0%	i	6%	3%	-23%
CC(=O)NCCNC(=O)c1ccc(-n2c(C)ccc2C)cc1	17%	0%	2%	1.6	5%	i	-2%	-11%	8%
CCOC(=O)CSC1=C(C#N)C(c2ccco2)C(C(=O)OCc2ccccc2)=C(C)N1 (stereo not given)	5.2%	4%	-2%	-1.6	-8%	i	17%	7%	-24%
Cc1cc(NC(=O)c2cccs2)no1	3.3%	27%	0%	0.9	-1%	i	-5%	4%	0%
O=C(N/N=C/c1cc(Br)c(O)c(Br)c1)c1cc2c(ccc3ccccc32)o1	7.8%	-12%	0%	-5.7	1%	i	8%	-25%	-14%
CCN(CC(=O)Nc1cccc(S(=O)(=O)N2CCCC2)c1)CC(=O)Nc1ccccc1OC	0.5%	?	0%	-2.9	-2%	i	5%	-12%	-15%
COc1cc(CN2CCC(C(=O)NC(c3ccc(F)cc3)c3ncccc3C)CC2)cc(OC)c1 (stereo not given)	0.6%	/	/	-1.3	/	i	6%	-8%	10%
O=C(Nc1nc(-c2ccccc2)c(C(=O)c2ccccc2)s1)c1ccc(S(=O)(=O)N2CCCCC2)cc1	0.1%	15µM*	-12%	-4.0	-19%	i	1%	-2%	-21%
Cc1ccc(/C=N/Nc2ccnc3cc(Cl)ccc23)c(C)c1	5.4%	?	1%	-1.9	?	i	8%	?	1%
COC(=O)c1ccc2c(=O)[nH]c(COC(=O)CCC(=O)c3ccc(Cl)cc3)nc2c1	1.6%	0%	2%	-0.7	-3%	i	-6%	-4%	10%
CCN(CC(=O)Nc1cc(Cl)ccc1C)C(=O)CCS(=O)(=O)c1ccc(Cl)cc1	-0.1%	-9%	3%	0.3	-5%	i	-6%	-24%	2%
Cc1nnc(SCC(=O)N2CCN(c3ccccc3)CC2)n1C1CC1	0.1%	1%	0%	0.3	9%	i	11%	-4%	7%
Cn1c(=O)c2c(nc(N3CCCC3)n2C)n(C)c1=O	-1.2%	-17%	1%	0.0	1%	i	6%	7%	4%
Cc1nc2nc(SCC(=O)NCCCN3CCOCC3)nn2c(C)c1Cc1ccccc1	-0.4%	5%	0%	0.3	17%	i	6%	5%	5%
Brc1ccc(/C=N/n2cnnc2)s1	0.2%	16%	0%	0.9	2%	i	10%	14%	6%
CCCCN(CCCC)CC1OCc2ccccc2CO1	-0.5%	5%	2%	-1.5	0%[1.84 µM]	i	1%	0%	-2%
COc1ccc(C(C#N)=C2C=CC(=NO)C=C2)cc1	1.3µM*	-4%	-3%	0.4	-10%	i	3%	?	-16%

# Among those listed so far, these have an aryl thioether with sulfur outside any ring.
canonical_smiles	Nrf2 activator	Nrf2 inh	Mm-Cpn inhibitor	CCT modulator	A549 viability	pAkt inh	EPAC2 ag	TGFb inhibitor	EPAC2 antagonist
CC(C)OC(=O)CSc1nc2c(c(C3CC=CCC3)c1C#N)CCC2 (stereo not given)	0.0%	11%	-7%	-1.5	-5%	i	9%	0%	-2%
Cc1nnc(SCC(=O)N2CCN(c3ccccc3)CC2)n1C1CC1	0.1%	1%	0%	0.3	9%	i	11%	-4%	7%
Cc1nc2nc(SCC(=O)NCCCN3CCOCC3)nn2c(C)c1Cc1ccccc1	-0.4%	5%	0%	0.3	17%	i	6%	5%	5%

# (continued)
canonical_smiles	Nrf2 activator	Nrf2 inh	Mm-Cpn inhibitor	CCT modulator	A549 viability	pAkt inh	EPAC2 ag	TGFb inhibitor	EPAC2 antagonist
O=C(Nc1ccc(C(=O)N2CCCC2)cc1)c1ccc(F)cc1Cl	0.2%	?	?	-1.3	-5%	i	6%	15%	-1%
O=C1CCCC2=C1C(c1ccccn1)Nc1ccc(C(=O)c3ccccc3)cc1N2 (stereo not given)	3.1%	3%	-1%	0.6	-3%	i	6%	3%	3%
O=c1c2ccccc2nc(SCc2cc(F)ccc2F)n1C1CCCC1	-0.3%	1%	2%	-0.1	4%	i	14%	-16%	-5%
Cc1ccsc1C(=O)OC(C)C(=O)NC1CCCCC1C (stereo not given)	-0.4%	-15%	-2%	2.6	-8%	i	10%	17%	-2%
